Compound activity from PubChem BioAssay.
MrgX1 agonist – human MrgX1 receptor agonism, primary screen. MrgX1-HEK293 cells, Fluo-4 calcium fluorescence, agonist mode; active compounds read high. B-score at 10 µM. 310,000 compounds, 0.44% hits. AID 588627;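 active = calcium response B-score plate-corrected fluorescence ratio at least 3 library SD, with starting fluorescence B-score inside 5 SD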
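Material – MrgX1-expressing HEK293 cells · Input – 15,000 cells seeded per well · Dosing – compound as first of three additions · Times – overnight seeding, then 1 h dark dye loading · Measured by – kinetic Fluo-4 NW fluorescence of intracellular calcium · Read-out – B-scored fluorescence response ratio · Benchmarks – positive and negative control wells on each plate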
TRPC4 block – inhibitors of mouse TRPC4 channel | Q9QUQ5 | HEK293 TRPC4beta/mu-opioid, DAMGO-evoked Fluo4 calcium flux; active compounds read low | B-score at 10 µM | 300,000 compounds, 0.39% hits;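 active = B-score over 3 SD under the library average, no early fluorescence shift, positive overall ratio signal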
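Test system – stable TRPC4beta/mu-opioid receptor HEK293 cells · Probe or stimulus – DAMGO, a submaximal dose followed by a maximal one · Dosing – one concentration per compound · Signal – Fluo4 calcium fluorescence by kinetic imaging, 5 s 1 Hz baseline · Evaluation – per-well B score of integrated baseline-normalized Fluo4 ratio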
SKKanGAS inh – inhibitors of SKKanGAS S. pyogenes growth in kanamycin (SK-promoter or general growth effect). BacTiter-Glo, 6 h. inhibition, % at 7.5 µM. 300,000 compounds, 1.3% hits. AID 1662;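 active = mean replicate score, as percent of positive control median, at least 50; inconclusive = mean below 50 but one replicate at or above 50; inactive = mean and every replicate below 50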;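 also: strain carries kanamycin resistance gene driven by streptokinase promoter and grows in 40 µg/ml kanamycin; loss of luminescence reflects streptokinase promoter inhibition or plain growth inhibition; 0% = median of DMSO wells and 100% = positive control at its reference dose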
TRPC4 act – activators of mouse TRPC4 channel. 310,000 compounds, 0.49% hits. HEK293 TRPC4beta/mu-opioid, Fluo4 calcium fluorescence; active compounds read high. Q9QUQ5. B-score at 10 µM;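 active = B-score above 5 SD of library B-scores, and initial fluorescence ratio not above library mean plus 5 SD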;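 also: positive B-score marks a calcium rise read as TRPC4 activation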
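system = HEK293 cells stably co-expressing mouse TRPC4beta and mu-opioid receptor | schedule = Fluo4 dye loading 45 min at room temperature, 110 s recording | measure = B-scored integrated calcium fluorescence ratio | signal = Fluo4 calcium-sensitive dye fluorescence, kinetic, 1 Hz baseline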
MrgX1 antag – antagonists of human MrgX1 receptor. Q96LB2. MRGX1-HEK293 calcium flux, Fluo-4, BAM8-22 antagonism; active compounds read low. B-score at 10 µM. 310,000 compounds, 1.3% hits. AID 588676;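 active = calcium-response B-score plate-corrected more than 3 library SD below zero, starting fluorescence within 5 deviations, no agonist response on first addition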;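 also: peak minus trough fluorescence over baseline after final BAM8-22 challenge near maximal dose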
ANO1 activ – activators or potentiators of mouse TMEM16A chloride channel; 340,000 compounds, 0.3% hits; Q8BHY3; HEK293 TMEM16A/YFP-H148Q/I152L, iodide quench fluorescence; active compounds read low; B-score at 10 µM;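 active = fluorescence-ratio B-score plate-corrected deviation score at least 3 library SD below zero, with starting fluorescence score within 5 deviations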;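 also: channel opened by trigger with iodide after compound preincubation; score built on the fluorescence ratio of max minus min over baseline; more negative score means more quench and so TMEM16A activation or potentiation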
MrgX1 PAM – allosterically activates human MrgX1 receptor signaling. Q96LB2. MrgX1-HEK293, Fluo-4 calcium flux, FDSS; active compounds read high. B-score at 10 µM. 310,000 compounds, 0.63% hits. AID 588675;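 active = plate-corrected calcium response at least 3 library SD above typical, normal starting fluorescence, not activating the receptor alone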;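 also: compound read alongside a low EC10 to EC30 dose of BAM8-22 agonist; peak minus trough fluorescence over baseline measured at the second addition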
TRPC6 inhibitor – mouse TRPC6 channel inhibition; Q61143; HEK293-TRPC6, membrane potential dye, ACh-evoked depolarization; active compounds read low; B-score at 10 µM; 310,000 compounds, 1.1% hits; AID 2553;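 active = B-score under library mean minus 3 SD, initial fluorescence not abnormally high, positive integrated signal ratio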;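 also: B-score derived from integrated fluorescence ratio over the kinetic read; more negative B-score means stronger inhibition of depolarization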
Target sequence (Q61143 whole entry, looked up): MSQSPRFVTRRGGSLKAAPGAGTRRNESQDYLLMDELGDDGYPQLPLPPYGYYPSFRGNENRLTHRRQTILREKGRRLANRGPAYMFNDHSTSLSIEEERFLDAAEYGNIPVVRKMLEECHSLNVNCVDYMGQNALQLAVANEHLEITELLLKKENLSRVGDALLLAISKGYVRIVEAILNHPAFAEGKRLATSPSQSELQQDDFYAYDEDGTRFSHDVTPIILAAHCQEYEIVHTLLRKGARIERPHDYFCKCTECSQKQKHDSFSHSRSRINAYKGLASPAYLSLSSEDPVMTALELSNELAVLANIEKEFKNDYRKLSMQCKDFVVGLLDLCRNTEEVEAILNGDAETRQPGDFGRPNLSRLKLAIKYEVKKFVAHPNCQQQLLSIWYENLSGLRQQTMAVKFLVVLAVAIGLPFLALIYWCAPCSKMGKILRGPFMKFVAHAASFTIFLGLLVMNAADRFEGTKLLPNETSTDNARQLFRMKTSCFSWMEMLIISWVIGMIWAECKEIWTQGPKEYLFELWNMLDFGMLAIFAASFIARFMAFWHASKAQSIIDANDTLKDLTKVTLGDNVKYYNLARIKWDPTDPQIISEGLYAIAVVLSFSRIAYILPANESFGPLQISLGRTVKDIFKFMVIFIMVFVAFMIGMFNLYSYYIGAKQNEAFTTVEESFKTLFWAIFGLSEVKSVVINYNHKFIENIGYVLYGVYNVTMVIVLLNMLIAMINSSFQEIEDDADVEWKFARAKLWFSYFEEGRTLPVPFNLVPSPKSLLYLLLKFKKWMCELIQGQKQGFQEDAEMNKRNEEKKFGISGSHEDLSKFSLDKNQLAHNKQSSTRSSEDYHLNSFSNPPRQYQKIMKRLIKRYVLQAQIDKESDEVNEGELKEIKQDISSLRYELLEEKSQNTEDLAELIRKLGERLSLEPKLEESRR
ANO1 block – mouse TMEM16A channel inhibition, primary screen | Q8BHY3 | HEK293 TMEM16A/YFP iodide influx fluorescence, ionomycin | normalized B-score (activity score, 25-100; higher = stronger inhibition) at 10 µM | 310,000 compounds, 1.2% hits;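 active = ratio plate-corrected score three or more library SD toward inhibition, starting fluorescence score within five deviations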;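 also: score derived from kinetic fluorescence span divided by baseline fluorescence per well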
TRPC6 act – mouse TRPC6 channel activation; Q61143; HEK293-TRPC6 membrane potential dye fluorescence; active compounds read high; B-score at 10 µM; 310,000 compounds, 0.13% hits; AID 2550;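 active = B-score of the integrated fluorescence ratio above library mean plus 3 SD, and starting fluorescence ratio within library mean plus 5 SD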;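 also: higher score means more depolarization so channel activation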
TRPC4 PAM – allosterically enhances the mouse TRPC4 cation channel; Q9QUQ5; HEK293 TRPC4beta/mu-opioid, DAMGO EC20, Fluo-4 Ca2+ flux; active compounds read high; B-score at 10 µM; 310,000 compounds, 0.42% hits; AID 2227;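 active = B-score of calcium response area above 5 SD of library B-scores, with initial fluorescence ratio within 5 SD of library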;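 also: B-score of integrated fluorescence ratio over time as area under calcium response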
An asterisk follows results filed as active; i = inactive; ? = inconclusive; · = not tested or not shown. An unsorted share of the library; 6.7% or so of the library scored in one or more.

SMILES	MrgX1 agonist	TRPC4 block	SKKanGAS inh	TRPC4 act	MrgX1 antag	ANO1 activ	MrgX1 PAM	TRPC6 inhibitor	ANO1 block	TRPC6 act	TRPC4 PAM
Cc1ccc(CN2CCC(Oc3ccc(C(=O)NCc4ccccn4)cc3)CC2)o1	i	i	-6	i	i	i	i	i	i	i	i
O=c1c2c(n3nnnc3n1Cc1ccccc1)-c1ccccc1CC21CCCC1	i	i	65*	i	i	i	i	i	i	i	i
CCOc1ccc(Nc2ncnc3c2cnn3-c2ccccc2)cc1	i	i	0	i	i	i	i	i	i	i	i
CC(Sc1nccn1C)C(=O)c1ccc(Br)cc1 (configuration not stated)	i	i	8	i	i	i	i	i	i	i	i
COc1cc(/C=C/c2ccc3cccc(O)c3n2)cc(Cl)c1OC	i	i	107*	i	i	i	i	i	i	i	i
Cc1ccc(C(=O)N(c2ccccn2)C(C)c2ccco2)cc1 (configuration not stated)	i	i	-2	i	i	i	i	i	i	i	i
O=C(C1CCC1)N1CCN(S(=O)(=O)c2ccccc2)CC1	i	i	12	i	i	i	i	i	i	i	i
COc1cc(/C=N/NC(=O)c2cccs2)ccc1OCc1ccccc1	i	i	0	i	i	i	i	i	i	i	i
COC(=O)Cn1ncn2c(cc3oc(C)cc32)c1=O	i	i	-3	i	i	i	i	i	i	i	i
COC(=O)C1=NN(c2cccc3ccccc23)C2C(=O)N(c3ccccc3OC)C(=O)C12 (configuration not stated)	i	i	2	i	i	i	i	i	i	i	i
CCC(Sc1nc2ccncc2[nH]1)C(=O)Nc1cc(Cl)ccc1C (configuration not stated)	i	i	0	i	i	i	i	i	i	i	i
Cc1ccc(CSCCNC(=O)CSc2ccccc2)cc1	i	i	-8	i	i	i	i	i	i	i	i
COc1cc(OC)c2c(c1)C(=O)c1cc(OC)cc(OC)c1C2=O	i	i	6	i	i	i	i	i	i	i	i
Cc1ccc(S(=O)(=O)N2CCC(C(=O)OCC(=O)N3CCCC3=O)CC2)cc1C	i	i	1	i	i	i	i	i	i	i	i
CC(C)CN(C(=O)COC(=O)CNC(=O)c1ccccc1)c1c(N)n(Cc2ccccc2)c(=O)[nH]c1=O	i	i	9	i	i	i	i	i	i	i	i
CC(=O)Nc1ccc(Oc2nc(-c3cccnc3)nc3sc4c(c23)CCCC4)cc1	i	i	-7	i	i	i	i	i	i	i	i
CCc1nnc(NS(=O)(=O)c2ccc(N3C(=O)c4ccc(C(=O)O)cc4C3=O)cc2)s1	i	i	0	i	i	i	i	i	i	i	i
COc1ccc(N(CC(=O)NCCSCc2cccc(Cl)c2)S(C)(=O)=O)cc1Cl	i	i	?	i	i	i	i	i	i	i	i
CN(C)S(=O)(=O)c1ccc(Cl)c(NC(=O)COC(=O)CN2C(=O)C3CCCCC3C2=O)c1 (configuration not stated)	i	i	0	i	i	i	9*	i	i	i	i
Cc1nn(-c2ccccn2)c2c1-c1nc(N)ncc1CC2	i	i	-3	i	i	i	i	i	i	i	i
Cc1ccc(C)c(NC(=S)N2CCCCC2CO)c1 (configuration not stated)	i	i	11	i	i	i	i	i	i	i	i
CN(Cc1ccc(Cl)cc1)C(=O)c1ccc2ccccc2n1	i	i	-13	i	i	i	i	i	i	i	i
O=C(NC(=S)Nc1ccc2cn[nH]c2c1)c1ccccc1	i	i	-8	i	i	i	i	i	i	i	i
CCCOC(=O)c1[nH]c2c(c1C)C(=O)CC(c1ccc(OC)c(OC)c1)C2 (configuration not stated)	i	i	2	i	i	i	i	i	i	i	i
COc1ccc(/C=N\NC(=O)c2ccccc2F)cc1COc1ccc(F)cc1	i	i	30	i	i	i	i	i	i	i	i
COc1ccc(S(=O)Cc2ccc(C(=O)NCc3cccc(OC)c3)o2)cc1 (configuration not stated)	i	i	2	i	i	i	i	i	i	i	i
CC(C)c1ccc(NC(=O)NN2CCOCC2)cc1	i	i	-9	i	i	i	i	i	i	i	i
C#CCOCCOCCOCCNc1nc(N2CCN(C(=O)[C@H](Cc3ccc(O)cc3)n3cc([C@@H](N)C(C)CC)nn3)CC2)nc(N2CCN(C(=O)[C@H](Cc3cc4ccccc4[nH]3)n3cc([C@@H](N)Cc4ccc(O)cc4)nn3)CC2)n1 (some centres not stated)	i	i	1	i	i	·	i	i	i	i	i
COc1ccc(CCN2C(=O)CC(Nc3ccc(N4CCOCC4)cc3)C2=O)cc1OC (configuration not stated)	i	i	-5	i	i	i	i	i	i	i	i
COc1ccc(NC(=O)CCOc2ccc(C)cc2)c(OC)c1	i	i	-4	i	i	i	i	i	i	i	i
COc1cccc(/C=C/C(=O)NCCc2ccc(OC)c(OC)c2)c1	i	i	-8	i	i	i	i	i	i	i	i
COc1ccc(N(CC(=O)NN=C2CCCCCCC2)S(=O)(=O)c2ccccc2)cc1Cl	i	i	8	i	i	i	i	i	i	i	i
COc1ccc(CC(=O)Nc2ccccc2N2CCCC2)cc1	i	i	5	i	i	i	i	i	i	i	i
CCOC(=O)C1CCN(S(=O)(=O)c2ccc(OC)c(C(=O)N3CCCCC3)c2)CC1	i	i	8	i	i	i	i	i	i	i	i
Cc1cc(=O)[nH]c(/N=C(\N)Nc2ccc3c(c2)OCCO3)n1	i	i	4	i	i	i	i	i	i	i	i
Cc1ccc(C(=O)COC(=O)c2ccc(O)cc2)cc1	i	i	-6	i	i	i	i	i	i	i	i
COC(=O)c1c(N2C(=O)CC(Sc3ccccc3C(=O)O)C2=O)sc(C)c1C (configuration not stated)	i	i	3	i	i	i	i	i	i	i	i
CCCOC(=O)c1ccc(NC(=O)COC)cc1	i	i	-8	i	i	i	i	i	i	i	i
O=c1[nH]c2ccc(Cl)cc2c(-c2ccccc2)c1[N+](=O)[O-]	i	i	-2	i	i	i	i	i	i	i	i
CCN1CCN(c2ncnc3sc4c(c23)CCC(C)C4)CC1 (configuration not stated)	i	i	-1	i	i	i	i	i	i	i	i

Laid out differently: results already given.
compound,MrgX1 agonist,TRPC4 block,SKKanGAS inh,TRPC4 act,MrgX1 antag,ANO1 activ,MrgX1 PAM,TRPC6 inhibitor,ANO1 block,TRPC6 act,TRPC4 PAM
COc1ccc(CCN2C(=O)CC(Nc3ccc(N4CCOCC4)cc3)C2=O)cc1OC (configuration not stated),i,i,-5,i,i,i,i,i,i,i,i
COc1ccc(NC(=O)CCOc2ccc(C)cc2)c(OC)c1,i,i,-4,i,i,i,i,i,i,i,i

(cont.)
SMILES	MrgX1 agonist	TRPC4 block	SKKanGAS inh	TRPC4 act	MrgX1 antag	ANO1 activ	MrgX1 PAM	TRPC6 inhibitor	ANO1 block	TRPC6 act	TRPC4 PAM
COCCCN1C(=O)C(=O)/C(=C(/O)c2ccc(S(=O)(=O)N3CCOCC3)cc2)C1c1ccc(C)cc1 (configuration not stated)	i	i	1	i	i	i	i	i	i	i	i
Cc1ccc(C)c(OCC(=O)Nc2ccccc2C(=O)NC2CC2)c1	i	i	4	i	i	i	i	i	i	i	i
O=[N+]([O-])c1c(NCc2ccco2)ccc2nonc12	i	i	-13	i	i	i	i	i	i	i	i
O=C(CCC1CCCN(C(=O)c2ccc3cc[nH]c3c2)C1)NCc1ccc(F)c(F)c1 (configuration not stated)	i	i	-9	i	i	i	i	i	i	i	i
COC(=O)Nc1nnc(CC(=O)Nc2ccccc2C)s1	i	i	9	i	i	i	i	i	i	i	i
COc1ccc(S(=O)(=O)N2CCCC2C(=O)Nc2nnc(-c3cccnc3)s2)cc1 (configuration not stated)	i	i	1	i	i	i	i	i	i	i	i
Cc1cc(SCC(=O)Nc2c(C)n(C)n(-c3ccccc3)c2=O)nc2ccccc12	i	i	1	i	i	i	i	i	i	i	i
COc1cccc(CN2CCN(C(=O)c3cccc(OC)c3)CC2)c1	i	i	-6	i	i	i	i	i	i	i	i
CCCCn1c(CNC(=O)Cc2ccccc2)nc2ccccc21	i	i	-9	i	i	i	i	i	i	i	i
Cn1c(=O)[nH]c(=O)c2c1nc(N1CCN(CCO)CC1)n2Cc1ccccc1Cl	i	i	-1	i	i	i	i	i	i	i	i
c1ccc(Cn2nnnc2C(c2cccnc2)N2CCN(C3CCCCC3)CC2)cc1 (configuration not stated)	i	i	-9	103*	i	i	i	i	i	i	i
CC(C)CN1CCNC(=O)C1CC(=O)NCCc1ccc(C(F)(F)F)cc1 (configuration not stated)	i	i	10	i	i	i	i	i	i	i	i
CCCOc1ccc(C(=O)Nc2ccc(Cl)cn2)cc1	i	i	-18	i	i	i	i	i	i	i	i
CCOC(=O)CN1C(=O)S/C(=C/c2ccco2)C1=O	i	i	2	i	i	i	i	i	i	i	i
O=[N+]([O-])c1ccc2c(c1)ncn2CCc1ccccc1	i	i	0	i	i	i	i	i	i	i	i
CCOC(=O)C1=C(O)C(=O)N(C2CCCCC2)C1	i	i	0	i	i	i	i	i	i	i	i
CC(C)(C)n1nc2c(c1NC(=O)c1ccc(S(=O)(=O)N3CCCC3)cc1)CSC2	i	i	16	i	i	i	i	i	i	i	i
Cc1cc([N+](=O)[O-])ccc1N	i	·	-6	·	i	i	i	·	i	·	·
Nc1c(C(=O)NC2CCCC2)c2nc3ccccc3nc2n1/N=C/c1ccco1	i	i	7	i	i	i	i	i	i	i	i
Cc1cc(Nc2cc(C(=O)O)ccc2C)n2ncnc2n1	i	i	-1	i	i	i	i	i	i	i	i
Cc1ccc(-c2c3c(=O)n(C)c(=O)n(C)c3cn2Cc2ccccc2)cc1	i	i	1	i	i	i	i	i	i	i	i
Cc1nn(-c2ccc(N3CCOCC3)nn2)c(C)c1CCC(=O)NCc1ccc(F)cc1	i	i	3	i	i	i	i	i	i	i	i
Cc1c(NC(=O)c2cn3ccccc3n2)cccc1-n1cnnn1	i	i	3	i	i	i	i	i	i	i	i
O=C(/C=C/c1ccco1)NC(=S)Nc1cccc(-c2nc3ccccc3o2)c1	i	i	17	i	i	i	i	i	i	i	i
COC(=O)C(C)Sc1nc2c(cnn2-c2ccc(Cl)cc2)c(=O)[nH]1 (configuration not stated)	i	i	14	i	i	i	i	i	i	i	i
